Assay outcomes as filed in PubChem BioAssay.
HCMV antiviral: inhibitors of human cytomegalovirus. HFF cells, HCMV-luciferase reporter, 72 h; stronger effect = lower value. activity change, negative = inhibition, % at 57.5 µM. hit rate 4.5% among 410,000. AID 1259415; in the data active means activity change below about -60%; inconclusive means no clear call, values can overlap the other calls; inactive means above about -39%
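Inhibition of viral replication was scored as loss of reporter luminescence in HFFs infected with HCMV-luciferase (MOI 1 PFU/cell) for 72 h; compounds tested at 2 doses, normalized to buffer and Salinomycin controls.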
AmpC detergent: inhibitors of E. coli AmpC beta-lactamase with detergent. hit rate 0.041% among 370,000. AmpC hydrolysis of nitrocefin, absorbance 480 nm, 0.01% Triton. Potency, µM (highest dose often 114 µM), without a hit: top-dose activity change, negative = inhibition, hits mostly inhibitors. P00811; active means well fitted inhibition curve with a large enough effect; inconclusive means small, poorly fitted or top-dose-only effect;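 further: potency means the concentration at half of the fitted maximal effect; 0% = no-compound wells and -100% = no-enzyme wells; nearly all actives have a fitted effect of over 25% in size; some results filed as inactive show a strong effect at the top dose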
Target sequence (P00811 whole entry, looked up): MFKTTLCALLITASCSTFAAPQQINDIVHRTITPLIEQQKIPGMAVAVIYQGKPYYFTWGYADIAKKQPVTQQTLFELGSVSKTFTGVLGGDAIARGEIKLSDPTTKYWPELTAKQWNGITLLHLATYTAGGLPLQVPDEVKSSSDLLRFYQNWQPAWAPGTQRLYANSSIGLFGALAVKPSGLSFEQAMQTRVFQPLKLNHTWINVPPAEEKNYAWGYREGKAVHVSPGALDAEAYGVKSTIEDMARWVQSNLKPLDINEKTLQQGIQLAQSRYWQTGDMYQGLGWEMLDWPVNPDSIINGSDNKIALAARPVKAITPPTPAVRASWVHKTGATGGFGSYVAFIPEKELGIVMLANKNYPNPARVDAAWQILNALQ
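20 mM phosphate pH 7.0 + 0.01% (detergent screen) or 0.0001% Triton X-100; 5.3 nM AmpC reagent; cpd preinc 15 min RT; nitrocefin (800 uM stock) to start; A480 q20 s × 4 min; Activity was normalised to no-enzyme and no-compound control wells.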
* = called active by the depositor; ? = inconclusive. Unless noted, on the % scale 0 is the no-effect control and ±100 the full control effect. Only part of the results is shown (hit frequency here may not be typical).

SMILES	HCMV antiviral	AmpC detergent
CCOC(=O)C1CCCN(C(=O)c2ccccc2NC(=O)c2nsc3ccccc23)C1 (stereo not given)	0.0	16.8%
COC(=O)c1ccc(Cl)cc1NC(=O)N1CC=C(c2c[nH]c3ccccc23)CC1	0.0	-6.0%
CC(C)CN(CC(C)C)CC(O)Cn1cc(/C=C/C(=O)c2ccccc2)c2ccccc21 (stereo not given)	23.4	23.4%
COC(=O)c1scc(-c2ccc(C)cc2)c1S(=O)(=O)N1CCN(c2ccc(C(C)=O)cc2)CC1	-1.1	23.6%
CCOc1ccc(OCC)c(NC(=O)Cn2nc(CC)n3c(cc4sccc43)c2=O)c1	1.4	21.9%
Cc1ccc(Cl)cc1-n1ncc2c(NC3CCCCCC3)ncnc21	?	4.1%
Cc1cc(C)cc(NC(=O)Cn2c(C)cc(C)c(C#N)c2=O)c1	30.4	5.7%
Cc1cc(C)c2oc(C(=O)Nc3c(C(=O)c4ccc(F)cc4)oc4ccccc34)cc(=O)c2c1	11.0	16.2%
CC1=C(C(=O)Nc2ccc(Cl)cc2)C(C(C)C)n2nc(SCc3ccc(Cl)cc3)nc2N1 (stereo not given)	8.0	20.6%
COc1cccc(CN2CCc3nc(N4CCN(c5ncccn5)CC4)ncc3C2)c1	?	10.6%
CSc1ccc(CCNC(=O)CN2C(=O)COc3ccc(S(=O)(=O)N4CCCCCC4)cc32)cc1	-16.6	3.9%
COc1ccc(C2=CC(c3ccccc3Cl)n3nc(-c4ccc(C)cc4)nc3N2)cc1 (stereo not given)	-13.8	4.0%
Cc1nn(CC(=O)NCc2ccccc2Br)c(=O)c2cc3occc3n12	4.5	-0.6%
CCc1ccc(NC(=O)Cn2c(=O)n(-c3cccc(OC)c3)c(=O)c3c(C)c(C(=O)N(C)C)sc32)cc1	32.3	12.3%
COc1cccc(CN2C(=O)c3ccccc3C2C(=O)NCCc2ccccc2)c1 (stereo not given)	18.2	18.5%
CCOc1ccc2nc(Cl)c(C3CC(c4ccc(C)cc4)=NN3C(=O)CCCC(=O)O)cc2c1 (stereo not given)	9.5	5.7%
CCOc1ccc(NC(=O)c2sc3nc4c(cc3c2N)CCCCCC4)cc1	4.9	4.1%
Cc1ccc(NC(=O)CN(c2ccccc2)S(=O)(=O)N(C)C)cc1Cl	-5.7	17.4%
CCOC(=O)N1CCC2(CC1)OC(=O)C(C)=C2C(=O)NCc1ccc(C)cc1	0.0	13.0%
Cc1ccc(NC(=O)Cn2c(=O)c3ccc(Cl)cc3n3nncc23)cc1	-8.5	3.3%
CC(C)c1ccc(NC(=O)C(Cc2ccccc2)NS(=O)(=O)c2ccc3c(c2)CCC(=O)N3)cc1 (stereo not given)	-9.2	15.0%
COc1cc(C2NC(=O)c3c(sc4c3CCN(C)C4)N2)cc(OC)c1OC (stereo not given)	11.7	4.9%
CCOc1ccc(NC(=O)CC2C(=O)N(c3ccccc3)C(=O)N2Cc2cccc(OC)c2)cc1 (stereo not given)	-9.7	-0.8%
COc1ccc(CC(=O)Nc2sc3c(c2C(=O)Nc2cccc(C)c2)CCCCC3)cc1	47.3	-3.5%
Cc1ccc(CNC(=O)c2c(-c3ccccc3Cl)noc2C)o1	-3.7	10.9%

Later entries.
SMILES	HCMV antiviral	AmpC detergent
CCOC(=O)c1c(C)c(-c2ccccc2)n(CC(=O)Nc2cccc(F)c2)c1C	0.2	-1.1%
COc1ccc(OC)c(CNc2ncnc3c2nc2n3CCCC2)c1	-30.6	16.8%
COc1ccccc1CNC(=O)c1cnc2sc(N3CCCCCC3)nn2c1=O	?	-1.3%
Cc1cccc(N2CCN(S(=O)(=O)c3cc(C(=O)Nc4ccc(Oc5ccccc5)cc4)ccc3F)CC2C)c1 (stereo not given)	-64.0*	-1.1%
CN(C)c1ccc(-c2nc3cnccn3c2Nc2cccc(C(F)(F)F)c2)cc1	17.6	-9.0%
CC(C)(C)c1ccc(CSC2=Nc3ccccc3C3=NC(CC(=O)NCc4cccs4)C(=O)N23)cc1 (stereo not given)	-9.3	-2.1%
CCOc1ccc(-c2nc3c(c(CC)nn3-c3ccccc3)c3cc(OC)c(OC)cc23)cc1	32.3	12.6%
O=C(CSc1nc(-c2ccccc2)nc2c1CCCC2)c1ccc(F)cc1	8.8	8.2%
Cn1cnc(S(=O)(=O)N2CCC(C(=O)Nc3ccc(OC(F)(F)F)cc3)CC2)c1	-60.2*	18.1%
COc1ccc2c(c1)c1c(c(=O)n(-c3ccc(F)c(Cl)c3)c(=O)n1Cc1ccccc1F)n2C	12.0	-0.6%
O=C(CSc1nc2ccccc2n1Cc1ccccc1)N1CCN(c2ccc(F)cc2)CC1	-5.4	2.7%
CC1=C(C(=O)Nc2cccnc2)C(c2cccc(F)c2)n2nc(SCc3ccccc3)nc2N1 (stereo not given)	-21.8	?
Cc1ccc(CNC(=O)Cc2c(C)c3c(cc(C)c4c(C)coc43)oc2=O)cc1	10.9	3.0%
COc1ccc(/C=C/C(=O)Nc2ccc3nc4c(c(Nc5ccc(OC)c(OC)c5)c3c2)CCCC4)cc1	-98.8*	-4.1%
CCCCc1ccc(NC(=O)COc2cccc3c(=O)n(C)ccc23)cc1	-24.8	1.8%
CCOc1ccccc1CNC(=O)CCCn1nc(C)c2sc3ccccc3c2c1=O	1.3	24.8%
Cc1cccc(Oc2ccc3c(c2)Oc2ccccc2NC3=O)c1	16.1	-1.6%
Cc1ccc(CN(C(=O)c2ccccc2F)c2ccccn2)o1	-3.1	8.9%
COc1cc(C)ccc1OCCSc1nc2ccc(NC(=O)c3ccc(F)cc3)cc2s1	-2.0	12.0%
Cc1ccc(NC(=O)CSc2nc3ccc(NC(=O)c4cccs4)cc3s2)cc1	-14.6	4.8%
COc1ccc(C2(N3CCN(c4cccc(C)c4C)CC3)C(=O)c3ccccc3C2=O)cc1	9.5	15.2%
CC(C)(C)OC(=O)N1CCC(c2c(C(=O)N3CCc4ccccc4C3)cnn2-c2ccc(Cl)cc2)CC1	0.0	6.7%
Cc1ccc2c(c1)N(C(=O)c1ccc(F)cc1)C(C)(C)CC2(C)c1ccccc1 (stereo not given)	-16.1	19.1%
CCOc1ccccc1NC(=O)c1c(NC(=O)COc2ccccc2)sc2c1CCCC2	-4.7	11.1%
Cn1nc(-c2ccc(N3CCCCC3)c(NC(=O)c3ccc(Cl)cc3)c2)c2ccccc2c1=O	11.1	8.3%

Some of these compounds in order of number of heavy atoms, smallest number first.
SMILES	HCMV antiviral	AmpC detergent
CCCCc1ccc(NC(=O)COc2cccc3c(=O)n(C)ccc23)cc1	-24.8	1.8%
CCOc1ccccc1CNC(=O)CCCn1nc(C)c2sc3ccccc3c2c1=O	1.3	24.8%
CC(C)(C)c1ccc(CSC2=Nc3ccccc3C3=NC(CC(=O)NCc4cccs4)C(=O)N23)cc1 (stereo not given)	-9.3	-2.1%

The listing continues.
SMILES	HCMV antiviral	AmpC detergent
CCc1ccccc1NC(=O)C1CCN(S(=O)(=O)c2ccccc2)CC1	-7.6	11.9%
O=C(Cn1c(=O)n(-c2ccc(Cl)cc2)c(=O)c2c3c(sc21)CCC3)c1ccc(F)cc1	-29.9	19.0%
CCN(C(=O)C1CCC(CNS(=O)(=O)c2cccc3nsnc23)CC1)c1cccc(C)c1 (stereo not given)	-16.7	-0.2%
COc1ccc(N2CC(NC(=O)c3ccc(S(=O)(=O)N4CCCCC4)cc3)CC2=O)cc1 (stereo not given)	?	-1.9%
CC(=O)c1ccc(N2CCN(c3ncnc4c3c(-c3ccccc3)cn4-c3ccc(C)c(Cl)c3)CC2)cc1	?	0.0%
CN(C(=O)CSc1nc2ccc(NC(=O)c3ccco3)cc2s1)c1ccccc1	?	0.7%
CCN1CCN(Cc2nc3cc(NC(=O)c4cc(OC)c(OC)c(OC)c4)ccc3n2CC)CC1	10.0	3.7%
CCC(C(=O)Nc1cc(OC)cc(OC)c1)n1nc(-c2ccc(C)c(C)c2)ccc1=O (stereo not given)	10.4	-4.8%
Cc1ccccc1C(=O)N1CC(=O)Nc2ccc(Cl)cc2C1c1ccccc1 (stereo not given)	-12.7	0.4%
CCN(CC)c1ccc(C2C(C(N)=O)=C(C)Nc3nc(SCc4ccccc4)nn32)cc1 (stereo not given)	-90.4*	5.6%
CCOc1ccc(CNS(=O)(=O)c2ccc3c(c2)CC(C)N3C(C)=O)cc1OC (stereo not given)	-25.5	-0.5%
COc1ccc(NC(=O)CN2C(=O)CC(c3ccco3)Sc3ccccc32)cc1OC (stereo not given)	-26.7	20.7%
Brc1cccc(-c2cnn3c(-c4ccccc4)cc(-c4ccccc4)nc23)c1	3.8	11.5%
COCCCNC(=O)Cn1c(=O)n(Cc2ccc(C(=O)NCc3ccc(C)cc3)cc2)c(=O)c2ccccc21	-9.0	18.1%
COc1ccc(Cl)cc1NC(=O)Nc1c[nH]c(=O)[nH]c1=O	4.6	3.3%
O=C(Cn1c(=O)n(-c2ccccc2)c(=O)c2sc3ccccc3c21)N1CCCC1	-18.9	13.7%
COc1ccc(-c2cc(C(F)(F)F)n3nc(C(=O)Nc4sc5c(c4C(=O)OC(C)C)CCC(C)C5)cc3n2)cc1 (stereo not given)	-10.0	9.7%
COc1ccccc1N1CCN(S(=O)(=O)c2ccc(F)c(C(=O)Nc3ccc(C)c(F)c3)c2)CC1	?	6.8%
Cc1ccccc1Cn1c2ccccc2c2cnn(CC(=O)NCc3cccc(Cl)c3)c(=O)c21	-78.4*	-5.7%
N#Cc1ccc(-c2cccs2)nc1SCc1ccc(Cl)cc1Cl	6.8	-0.2%
CNC(=O)CSc1cn(CC(=O)N2CCCCCC2)c2ccccc12	130.2	-4.4%
CCOc1ccc(CC(=O)Nc2c(C(=O)c3ccc(F)cc3)oc3ccc(Cl)cc23)cc1OCC	0.8	-2.7%
CCOC(=O)Cn1c(=O)n(CC2CCCO2)c2nc(-c3c(F)cccc3Cl)nc(C(N)=O)c21 (stereo not given)	11.0	9.9%
O=S(=O)(c1ccccc1)c1nnn2c1nc(N1CCN(c3ccccc3)CC1)c1cc(Cl)ccc12	11.3	-6.9%
Cc1ccc(C)c(CNC(=O)c2sc3ncnc(N(C)C4CCCCC4)c3c2C)c1	-26.4	-5.7%

One compound at a time, from the list above. Values in the order: HCMV antiviral	AmpC detergent
Listed for O=C(Cn1c(=O)n(-c2ccc(Cl)cc2)c(=O)c2c3c(sc21)CCC3)c1ccc(F)cc1 → -29.9	19.0%
Listed for COc1ccc(C2=CC(c3ccccc3Cl)n3nc(-c4ccc(C)cc4)nc3N2)cc1 (stereo not given) → -13.8	4.0%
Listed for Cc1ccc(CNC(=O)c2c(-c3ccccc3Cl)noc2C)o1 → -3.7	10.9%

The listing continues:
SMILES	HCMV antiviral	AmpC detergent
CCN(C(=O)C(Cc1ccccc1)NS(=O)(=O)c1cccc2nsnc12)c1ccccc1 (stereo not given)	-12.9	1.3%
Cc1sc2c(c1C)c(=O)n(CCc1ccccc1)c(=O)n2Cc1ccc(C(C)(C)C)cc1	10.9	21.1%
CCOc1ccccc1CNC(=O)CCn1ccc2cc(S(=O)(=O)N3CCC(C)CC3)ccc21	-19.9	7.9%
CCN(CC)C(=O)Cn1c(=O)n(CCCCCC(=O)NCc2ccccc2Cl)c(=O)c2sccc21	41.7	-3.8%
Cc1cc(C)cc(NC(=O)[C@H]2O[C@@H]3OC(C)(C)O[C@@H]3[C@H]3OC(C)(C)O[C@H]32)c1	3.4	17.5%
COc1ccc(Cl)cc1NC(=O)Cn1c(=O)n(Cc2cccs2)c(=O)c2cccnc21	-26.3	-0.3%
CCOC(=O)c1sc(NC(=O)C2c3ccccc3Oc3ccccc32)c(C(=O)OCC)c1C	2.8	-3.7%
CCc1ccc(NC(=O)c2cnc3sc(N4CCCC4)nn3c2=O)cc1	-19.0	-0.9%
Cc1cc(NC(=O)CN2CCC(O)CC2)nc2c1c(=O)oc1ccccc12	2.4	8.9%
COc1cccc(C(=O)NCC(c2ccc3c(c2)OCO3)N2CCOCC2)c1 (stereo not given)	22.7	7.5%
CCCN(CCC)C(=O)Cn1c(=O)n(-c2ccc(CC)cc2)c(=O)c2ccc(C(=O)NCCc3ccccc3)cc21	-7.1	2.7%
COc1cccc(CNC(=O)C2CCN(C(=O)c3cnn(-c4ccccc4)c3-n3cccc3)CC2)c1	-8.0	6.8%
CC(C)NC(=O)c1ccc(Cn2c(SCC(N)=O)nc3ccccc3c2=O)cc1	-9.1	21.5%
CC(=O)c1cccc(NC(=O)C2CCN(c3nnc(-n4cccc4)s3)CC2)c1	5.2	-0.9%
COc1ccc(CNC(=O)Cn2c(=O)cc(C)c3c(C)nn(-c4cccc(Cl)c4C)c32)cc1	5.7	19.2%
COc1ccc(NC(=O)CSc2oc(-c3ccco3)nc2S(=O)(=O)c2ccc(C)cc2)c(OC)c1	-0.4	6.1%
CCOC(=O)c1ccc(NC2=CC(c3ccc(Br)cc3)N(c3ccc(C(=O)OCC)cc3)C2=O)cc1 (stereo not given)	-4.2	-5.9%
CCOc1cccc(C(=O)N2CCC(c3nc4ccccc4s3)CC2)c1	16.8	16.5%
COC(=O)c1cc(NC2(c3ccccc3)C(=O)c3ccccc3C2=O)cc(C(=O)OC)c1	10.7	11.4%
CC(C)(C)OC(=O)N1CCC(c2c(C(=O)NC3CCCCC3)cnn2-c2ccc(F)cc2F)CC1	0.0	16.5%
CC1Cc2cc(S(=O)(=O)CCC(=O)Nc3ccc(F)cc3Cl)ccc2N1C(=O)C1CC1 (stereo not given)	25.7	11.0%
Cc1cccc(OCCCCn2nnc3sc4c(c3c2=O)CCC(C)C4)c1 (stereo not given)	3.3	27.4%
